HBB splicing: hemoglobin beta splicing modulation; HBB splicing reporter cell assay, activation; EGFP reporter with mutant IVS2-654 intron; response scale: normalised to 500 nM splice-correcting PNA; AID 925; Potency, µM (highest dose often 46.1 µM), for inactives: top-dose activation, most hits filed as activators; 65,000 compounds, 0.06% hits; further: potency means the concentration at half of the fitted maximal effect; 0% is about no effect
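HeLa cells stably expressing EGFP interrupted by mutant beta-globin intron 2 (IVS2-654), 500/well in 2% FCS. Treated with compound for 2 days at 37C. Splicing correction scored as total well GFP intensity (488 nm excitation, 500-520 nm emission); 500 nM antisense PNA served as control.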
ALOX15 inhib: blocks human 15-lipoxygenase activity. AID 887. P16050. 74,000 compounds, 1.4% hits. purified 15hLO-1, xylenol orange hydroperoxide absorbance. Potency, µM (highest dose often 57.1 µM), inactives show at the highest dose activity change, negative = inhibition, most hits filed as inhibitors; further: potency means the concentration at half of the fitted maximal effect; on the % scale 0 is the no-effect control and ±100 the full control effect; nearly all actives have a fitted effect of over 55% in size
Target sequence (P16050 whole entry, looked up): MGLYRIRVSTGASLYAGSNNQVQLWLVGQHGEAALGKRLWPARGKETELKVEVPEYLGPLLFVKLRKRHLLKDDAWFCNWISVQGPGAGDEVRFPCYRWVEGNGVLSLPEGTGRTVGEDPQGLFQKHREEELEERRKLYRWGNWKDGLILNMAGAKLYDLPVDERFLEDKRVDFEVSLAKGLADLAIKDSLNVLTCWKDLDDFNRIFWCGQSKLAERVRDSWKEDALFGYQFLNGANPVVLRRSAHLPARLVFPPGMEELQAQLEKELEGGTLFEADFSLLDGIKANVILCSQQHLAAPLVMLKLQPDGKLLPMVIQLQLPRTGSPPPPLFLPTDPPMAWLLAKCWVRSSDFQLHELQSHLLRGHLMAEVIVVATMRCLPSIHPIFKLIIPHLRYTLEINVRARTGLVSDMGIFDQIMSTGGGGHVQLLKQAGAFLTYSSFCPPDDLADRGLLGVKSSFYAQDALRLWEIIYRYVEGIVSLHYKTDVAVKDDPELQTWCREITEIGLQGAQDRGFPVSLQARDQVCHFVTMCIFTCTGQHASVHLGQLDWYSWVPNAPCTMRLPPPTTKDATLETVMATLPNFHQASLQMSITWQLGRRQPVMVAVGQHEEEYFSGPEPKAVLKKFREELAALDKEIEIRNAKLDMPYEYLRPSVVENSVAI
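Quantitative HTS in 25 mM Hepes pH 7.5 containing 0.01% Triton X-100: human 15hLO-1 at 40 nM, arachidonic acid at 50 uM, 6 min turnover. Product quantified via ferrous oxidation/xylenol orange, 573:405 nm absorbance ratio.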
HADH2 inhib: blocks human hydroxyacyl-CoA dehydrogenase type II; Q99714; recombinant HADH2, NADH fluorescence, beta-hydroxybutyryl-CoA; Potency, µM (series often up to 57.1 µM), inactives show at the highest dose activity change, negative = inhibition, actives largely listed as inhibitors; 73,000 compounds, 3.4% hits; further: potency means the concentration at half of the fitted maximal effect; on the % scale 0 is the no-effect control and ±100 the full control effect; nearly all actives have a fitted effect of over 60% in size; many of its hits are not listed in these tables
Target sequence (Q99714 whole entry, looked up, one chain of several): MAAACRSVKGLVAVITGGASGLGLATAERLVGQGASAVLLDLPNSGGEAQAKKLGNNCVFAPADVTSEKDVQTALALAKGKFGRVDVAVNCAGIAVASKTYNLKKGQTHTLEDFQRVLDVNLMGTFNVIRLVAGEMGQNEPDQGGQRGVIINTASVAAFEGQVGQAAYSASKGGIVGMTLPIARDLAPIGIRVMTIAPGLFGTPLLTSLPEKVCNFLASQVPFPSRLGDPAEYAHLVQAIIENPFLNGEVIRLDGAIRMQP
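Buffer 100 mM Tris-HCl pH 9.0/0.01% Tween-20; HADH2 20 nM; NAD+ 1 mM; beta-hydroxybutyryl-CoA 90 uM (all final). 15 min cpd preincubation, RT.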
Hsp90 Hop PPI: changes Hsp90-Hop TPR2A binding signal, up or down; AlphaScreen TPR2A-His6 binding biotin-Hsp90 C-terminal peptide; AID 595; Potency, µM (titrated, usually from 57 µM), inactives show top-dose activity change, negative = inhibition; 71,000 compounds, 0.44% hits; active means well fitted curve in either direction with a large enough effect; inconclusive means small, poorly fitted or top-dose-only effect, or another doubt; further: potency means the concentration at half of the fitted maximal effect; on the % scale 0 is the no-effect control and ±100 the full control effect; many of its hits are not listed in these tables
USP2a inh: inhibitors of human ubiquitin-specific protease USP2a; 60,000 compounds, 0.1% hits; USP2a enzymatic assay, qHTS inhibition; Potency, µM (doses to about 38.3 µM), inactives show at the highest dose activity change, negative = inhibition, most hits filed as inhibitors;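 further: potency means the concentration at half of the fitted maximal effect; nearly all actives have a fitted effect of over 60% in size; plate controls were DMSO for no effect and NEM full inhibition control for full effect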
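USP2 core (20nM final) preincubated 30 min RT with compound, then Ub-PLA2 20nM and NBD C6-HPC 20uM final added; buffer 20mM Tris-HCl pH 8.0, 2mM CaCl2. Fluorescence Ex 460/Em 535 read at 0 and 2.5 h; normalized to NEM.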
BRCT PPI red: disrupts BRCA1 BRCT binding to phosphoprotein, red fluorophore readout | P38398 | BRCT-phosphopeptide binding, red fluorescence polarization | Potency, µM (highest dose often 76.9 µM), for inactives: at the highest dose activity change, negative = inhibition, hits mostly inhibitors | 75,000 compounds, 0.03% hits | AID 892; further: on the % scale 0 is the no-effect control and ±100 the full control effect
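Rhodamine-labelled pBACH1 10-mer (100 nM) bound to BRCT domain (100 nM) at pH 7.3; compounds incubated 12 min room temperature, polarization read. Free peptide defines full inhibition; unlabelled decapeptide titrated as control.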
Ub-GFP proteasome: inhibits proteasome, raising ubiquitin-GFP reporter fluorescence. Ubiquitin-GFP reporter cells, proteasome inhibition, GFP fluorescence; response scale: untreated = 0%, 10 µM MG-132 = 100%. Potency, µM (top dose mostly 45.9 µM), for inactives: top-dose activation (GFP accumulation), actives largely listed as activators. 67,000 tested, under 10 active. AID 526; active means well fitted activation curve with a large enough effect, not every such curve was filed as active; inconclusive means small, poorly fitted or top-dose-only effect, or another doubt; inactive means no such curve, though single readings can be large or run the other way; further: potency means the concentration at half of the fitted maximal effect
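Proteasome block read as GFP accumulation: ubiquitin(G76V)-GFP U2OS cells exposed to compound (2.9 nM–46 uM) for 4 hr at 37 C. Normalization used untreated cells as 0% and 10 uM MG-132 as 100%; concentration-response curves fitted.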
CRE Fsk mod: modulators of forskolin-stimulated CRE signaling in CHO cells; 71,000 compounds, 2.5% hits; CHO CRE-bla reporter (cAMP response element driving beta-lactamase), forskolin EC10, beta-lactamase ratio; Potency, µM (highest dose often 38.2 µM), for the others: at the highest dose activity change, negative = inhibition, most hits filed as activators; AID 662; active means well fitted activation curve with a large enough effect in the signal ratio, with a control signal flat, not every such curve was filed as active; inconclusive means small, poorly fitted or top-dose-only effect, or effect the other way, or a change in a side signal; the % refers to the signal ratio; further: potency means the concentration at half of the fitted maximal effect; % of control where 0% means no effect
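Forskolin analogue NKH 477 at EC10 stimulated CRE-driven beta-lactamase in CHO cells alongside compound dilution series. Beta-lactamase was measured with CCF4, excitation 405 nm, emission ratio 460/530 nm.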
Epigenetic mod: epigenetic GFP locus derepression in mouse cells; Potency, µM (titrated, usually from 46.1 µM), for inactives: top-dose GFP derepression (activation); mouse C127i GFP locus derepression, cytometry, 30 h; 68,000 compounds, 0.09% hits; AID 597; further: % of control where 0% means no effect
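Derepression screen: silenced CMV-GFP reporter in murine C127i cells, 30 h compound incubation at 37 C, washed cells imaged by laser-scanning cytometer to enumerate GFP-expressing objects of 20 to 120 um.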
BRCT PPI green: BRCA1 BRCT-phosphoprotein interaction inhibition; P38398; 75,000 compounds, 0.05% hits; Potency, µM (titrated, usually from 76.9 µM), inactives show top-dose activity change, negative = inhibition, most hits filed as inhibitors; BRCA1 BRCT-phosphopeptide binding, green fluorescence polarization;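 further: potency means the concentration at half of the fitted maximal effect; plate controls were peptide without protein for full effect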
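Fluorescence polarization: His-tagged BRCT (~35 kDa BRCA1 C-terminus, 250 nM) bound to 100 nM fluorescein-labeled phosphorylated 10-aa BACH1 peptide, pH 7.3 phosphate buffer with DTT and Tween 20. Compounds incubated 12 min at room temperature; inhibition read as lowered polarization.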
DNA Pol III inh: blocks replication by bacterial DNA polymerase III holoenzyme. reconstituted DNA polymerase III holoenzyme replication, biochemical. Potency, µM (doses to about 57.1 µM), inactives show at the highest dose activity change, negative = inhibition. 71,000 compounds, 0.25% hits. AID 603; further: potency means the concentration at half of the fitted maximal effect; on the % scale 0 is the no-effect control and ±100 the full control effect
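Reconstituted *E. coli* holoenzyme (0.35 nM Pol III, 1 nM beta, 154 nM SSB, 2 nM primase) was preincubated with compound for 15 min at RT. Synthesis on 1.4 nM ssM13Gori ran 35 min, then was stopped with PicoGreen/EDTA and read as dsDNA fluorescence.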
Numbers without * were called inactive; & = joins results of further samples; ! = not active in a repeat; [ ] = dose if it differs, or a comment. Unless noted, the call rests on the fitted dose curve; in most records, active means well fitted curve in the direction sought with a large enough effect; inconclusive means small, poorly fitted or top-dose-only effect, or another doubt; inactive means no such curve, though single readings can be large; an effect the other way counts as inactive or inconclusive. Some of the compounds tested; count on the stated rates, not on these rows.

For COc1cccc(N(CC(=O)NCCSc2ccccc2)S(C)(=O)=O)c1 the results were HBB splicing 0.0%, ALOX15 inhib -7%, HADH2 inhib 14%, Hsp90 Hop PPI -3%, USP2a inh 2%, BRCT PPI red -1.7%, Ub-GFP proteasome -1%, CRE Fsk mod -8%, Epigenetic mod 0%, BRCT PPI green -1.4% and DNA Pol III inh 0%.
Screening O=c1c(CCc2ccccc2)nc2cnc(Oc3ccccc3)nc2n1C1CC1 returned HBB splicing 1.1%, ALOX15 inhib -16%, HADH2 inhib -5%, Hsp90 Hop PPI 1%, USP2a inh 88%[activator], BRCT PPI red -1.8%, Ub-GFP proteasome 0%, CRE Fsk mod 15%, Epigenetic mod 5%[9.22 µM], BRCT PPI green -0.7% and DNA Pol III inh -3%.
`CCOC(=O)c1[nH]c2ccc(OC)cc2c1NC(=O)OC` gave ALOX15 inhib 0%, HADH2 inhib inconclusive, Hsp90 Hop PPI -3%, USP2a inh -4%, BRCT PPI red -0.6%, Ub-GFP proteasome 2%, CRE Fsk mod 14%, Epigenetic mod 1%, BRCT PPI green -2.4% and DNA Pol III inh -3%.
`O=S(=O)(Cc1ccccc1)N1CCc2ccccc21` gave HBB splicing -0.2%, ALOX15 inhib -9%, HADH2 inhib -6%, Hsp90 Hop PPI 0%, USP2a inh 10%, BRCT PPI red 12%, Ub-GFP proteasome -1%, CRE Fsk mod -7%, Epigenetic mod 0%, BRCT PPI green 25% and DNA Pol III inh -5%.
`Cc1ccc(S(=O)(=O)N(C)CC(=O)NC2CC(C)(C)NC(C)(C)C2)cc1` gave HBB splicing -0.5%, ALOX15 inhib 12%, HADH2 inhib 0%, Hsp90 Hop PPI -1%, USP2a inh 5%, BRCT PPI red -1.1%, Ub-GFP proteasome -1%, CRE Fsk mod -6%, Epigenetic mod -5%, BRCT PPI green -0.2% and DNA Pol III inh -4%.
`CCOc1ccc(C(=O)OCc2nnc(-c3cccs3)o2)cc1OC` gave HBB splicing 0.3%, ALOX15 inhib 3%, HADH2 inhib 5%, Hsp90 Hop PPI 1%, USP2a inh 5%, BRCT PPI red 0.9%, Ub-GFP proteasome -3%, CRE Fsk mod inconclusive, Epigenetic mod -2%, BRCT PPI green 0.0% and DNA Pol III inh 0%.
For COCCOC(=O)C1=C(C)NC2=C(C(=O)CC(C)(C)C2)C1c1cccnc1 (configuration not stated) the results were HBB splicing -0.1%[57.5 µM], ALOX15 inhib 5%, HADH2 inhib inconclusive, Hsp90 Hop PPI 1%, USP2a inh 0%, BRCT PPI red -2.2%, Ub-GFP proteasome -1%, CRE Fsk mod inconclusive, Epigenetic mod 1%, BRCT PPI green -1.6% and DNA Pol III inh -3%.
For OC1(c2ccccc2F)CCN(Cc2nnnn2CCc2ccccc2)CC1 the results were HBB splicing 0.0%[57.5 µM], ALOX15 inhib 5%, HADH2 inhib -1%, Hsp90 Hop PPI 0%, BRCT PPI red 0.1%, Ub-GFP proteasome 1%, CRE Fsk mod -5%, Epigenetic mod 3%, BRCT PPI green -2.0% and DNA Pol III inh 1%.
For COc1ccc(OC)c(C(c2nnnn2CCC(C)C)N2CCN(C(=O)c3ccco3)CC2)c1 (configuration not stated) the results were HBB splicing -0.3%[57.5 µM], ALOX15 inhib -9%, HADH2 inhib 4%, Hsp90 Hop PPI -7%, USP2a inh 12%, BRCT PPI red -0.6%, Ub-GFP proteasome 1%, CRE Fsk mod -16%, Epigenetic mod 2%, BRCT PPI green 0.0% and DNA Pol III inh -4%.
CC(C)COC(=O)CCn1[nH]c(=O)c2ccccc2c1=O was read as HBB splicing 0.4%, ALOX15 inhib 1%, HADH2 inhib 5%, Hsp90 Hop PPI -1%, USP2a inh -9%, BRCT PPI red 0.8%, Ub-GFP proteasome 0%, CRE Fsk mod -5%, Epigenetic mod 1%, BRCT PPI green 0.2% and DNA Pol III inh 0%.
Screening COc1ccc(OC)c(C2N(c3cc(C)on3)C(=O)C3CCCN32)c1 (configuration not stated) returned HBB splicing 1.2%, ALOX15 inhib 1%, HADH2 inhib 4%, Hsp90 Hop PPI -8%, USP2a inh 3%, BRCT PPI red -0.5%, Ub-GFP proteasome -11%, CRE Fsk mod 13%, Epigenetic mod 0%, BRCT PPI green -0.6% and DNA Pol III inh -5%.
Screening Cc1ccc(OC2C(O)COC2/C=C/C#Cc2ccc(C(C)(C)C)cc2)cc1 (configuration not stated) returned HBB splicing -0.3%&0.4%[9.22 µM], ALOX15 inhib 3.2µM*!, HADH2 inhib 9%&17%[11.4 µM], BRCT PPI red -0.6%&1.6%[15.4 µM] and BRCT PPI green 1.2%&-2.4%[15.4 µM].
`COc1cc(CN(C)CCc2ccccn2)cc(OC)c1OC` gave HBB splicing 0.4%, ALOX15 inhib 3%, HADH2 inhib 1%, Hsp90 Hop PPI -3%, USP2a inh -7%, BRCT PPI red 1.1%, Ub-GFP proteasome -3%, CRE Fsk mod 8%, Epigenetic mod 2%, BRCT PPI green -0.8% and DNA Pol III inh -2%.
COC(=O)c1ccc(C(NC(=O)OCc2ccccc2)/C(C)=C/[C@@H](C)C(=O)N[C@@H](CO)Cc2ccccc2)cc1 (some centres not stated) was read as HBB splicing 0.1%, ALOX15 inhib 3%, HADH2 inhib -4%, Hsp90 Hop PPI -3%, BRCT PPI red -1.2%, CRE Fsk mod -10%, BRCT PPI green 1.4% and DNA Pol III inh -2%.
`COc1ccc(Cn2c(=O)[nH]c3cc(C(=O)NCCCN4CCCC4)ccc3c2=O)cc1` gave HBB splicing 0.7%, ALOX15 inhib -14%, HADH2 inhib inconclusive, Hsp90 Hop PPI -6%, USP2a inh 7%, BRCT PPI red -0.1%, Ub-GFP proteasome 14%, CRE Fsk mod -6%, Epigenetic mod 0%, BRCT PPI green -1.3% and DNA Pol III inh -4%.
For O=C(Cc1cccs1)NCc1ccc2c(c1)OCO2 the results were HBB splicing -0.5%, ALOX15 inhib -3%, HADH2 inhib -2%, Hsp90 Hop PPI 0%, USP2a inh 12%, BRCT PPI red -1.7%, Ub-GFP proteasome -2%, CRE Fsk mod inconclusive, Epigenetic mod 0%, BRCT PPI green 0.9% and DNA Pol III inh -7%.
COCCCNC(=O)CCCn1c(=O)c2ccccc2n(CC(=O)Nc2c(C)cccc2C)c1=O was read as HBB splicing 3.7%, ALOX15 inhib 5%, HADH2 inhib 1%, Hsp90 Hop PPI -4%, USP2a inh 3%, BRCT PPI red 0.7%, Ub-GFP proteasome 9%, CRE Fsk mod -4%, Epigenetic mod -1%, BRCT PPI green 0.1% and DNA Pol III inh 2%.
For Cc1nc2ccccc2nc1OCC(=O)NCc1ccc2c(c1)OCO2 the results were HBB splicing -0.3%[57.5 µM], ALOX15 inhib -2%, HADH2 inhib 6%, Hsp90 Hop PPI -2%, USP2a inh -4%, BRCT PPI red -0.8%, Ub-GFP proteasome 0%, CRE Fsk mod -3%, Epigenetic mod inconclusive, BRCT PPI green -2.3% and DNA Pol III inh -1%.
`C1CCC2(CC1)C1=C(CCCC1)Nc1nnnn12` gave HBB splicing -0.2%[9.22 µM], ALOX15 inhib 2%, HADH2 inhib 7%, Hsp90 Hop PPI -1%, USP2a inh -14%, BRCT PPI red 0.5%, Ub-GFP proteasome 13%, CRE Fsk mod 4%, Epigenetic mod -2%, BRCT PPI green -2.0% and DNA Pol III inh -7%.
For CC(=O)NC(NC(C)=O)c1ccc(N(C)C)cc1 the results were HBB splicing 0.1%, ALOX15 inhib -19%, HADH2 inhib -18%, Hsp90 Hop PPI -12%, USP2a inh -1%, BRCT PPI red -0.5%, Ub-GFP proteasome 1%, CRE Fsk mod -1%, Epigenetic mod 2%, BRCT PPI green 1.6% and DNA Pol III inh -4%.

Source: PubChem (National Center for Advancing Translational Sciences (NCATS))
